ZTA DNA inh: blocks Epstein-Barr virus ZTA, an EBNA-1 counter-screen. inhibition, % at 11 µM. 320,000 compounds, 0.15% hits. ZTA-DNA binding, fluorescence polarization; in the data active = inhibition above about 33%
Target sequence (P03206 whole entry, looked up): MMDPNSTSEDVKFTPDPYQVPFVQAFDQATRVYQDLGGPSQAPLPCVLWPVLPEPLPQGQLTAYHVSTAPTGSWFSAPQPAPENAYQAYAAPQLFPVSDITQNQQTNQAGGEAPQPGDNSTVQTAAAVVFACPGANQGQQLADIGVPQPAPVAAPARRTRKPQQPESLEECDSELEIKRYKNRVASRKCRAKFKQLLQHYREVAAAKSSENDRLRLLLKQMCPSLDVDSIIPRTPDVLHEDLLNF
Efflux pump mplx: antifungal efflux pump inhibition, Nile Red retention | inhibition, % at 10 µM | 330,000 compounds, 0.44% hits | S. cerevisiae Candida pump triplex;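 active = plate passing quality check with inhibition over a set limit, or well fluorescence over plate mean plus 4 SD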;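 also: Nile Red retained in pooled yeast measured as flow cytometry median fluorescence; 0% = buffer negative control and 100% = Enniatin B positive control; higher means more Nile Red kept so more efflux inhibition; some compounds called inactive have numbers as strong as hits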
CR mimetic SO: lowers age-related superoxide in aged yeast cells | 330,000 compounds, 0.18% hits | S. cerevisiae aged cells, superoxide DHE fluorescence; active compounds read low | superoxide response (% of plate mean), % at 10 µM;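 active = superoxide response under a set limit, about three screen SD below normal, cut at about 65% in these data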;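 also: yeast aged for seven days with compound at 30 °C before DHE staining; 100% = average MFI of all compound-treated wells on the plate with controls excluded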
Bcl-xL primary: Bcl-xL (human) inhibition; Q07817; AID 2129; GST-Bcl-xL / FITC-Bim BH3 peptide fluorescence polarization; inhibition, % at 10.9 µM; 320,000 compounds, 0.7% hits;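 active = inhibition above the mean of all tested compounds plus 3 SD, cutoff set per campaign, cut at about 30% in these data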;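 also: 0% = DMSO wells and 100% = unlabeled Bim-BH3 peptide competitor; inhibitors lower millipolarization by displacing the labeled peptide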
Target sequence (Q07817 whole entry, looked up): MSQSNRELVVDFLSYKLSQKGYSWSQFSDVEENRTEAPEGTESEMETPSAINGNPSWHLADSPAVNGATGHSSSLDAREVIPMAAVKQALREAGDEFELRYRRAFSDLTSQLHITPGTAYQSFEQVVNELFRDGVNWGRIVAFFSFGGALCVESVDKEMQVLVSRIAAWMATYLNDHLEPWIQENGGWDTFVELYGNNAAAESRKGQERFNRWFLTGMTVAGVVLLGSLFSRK
MCL1 BIM primary: inhibitors of human MCL1 binding to BIM-BH3 peptide; GST-MCL1 / FITC-Bim-BH3 fluorescence polarization; inhibition, % at 10.9 µM; AID 2057; 320,000 compounds, 0.68% hits;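 active = inhibition above the mean inhibition of all tested compounds plus 3 SD, set per campaign, cut at about 40% in these data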;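 also: 0% = DMSO wells and 100% = unlabeled Bim-BH3 peptide control; higher means more loss of mP so more displacement of Bim peptide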
Target sequence (Q07820 whole entry, looked up): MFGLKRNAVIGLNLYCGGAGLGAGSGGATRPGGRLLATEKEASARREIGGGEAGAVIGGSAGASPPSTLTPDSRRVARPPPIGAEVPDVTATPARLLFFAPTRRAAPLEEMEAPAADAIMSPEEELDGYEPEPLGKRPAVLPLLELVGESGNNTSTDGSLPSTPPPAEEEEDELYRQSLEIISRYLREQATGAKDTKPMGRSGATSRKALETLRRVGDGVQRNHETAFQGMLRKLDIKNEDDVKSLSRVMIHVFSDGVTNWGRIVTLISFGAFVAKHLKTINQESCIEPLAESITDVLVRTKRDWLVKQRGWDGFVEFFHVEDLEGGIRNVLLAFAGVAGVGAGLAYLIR
EBNA-1 inhibitor: blocks EBNA-1 binding to DNA. 300,000 compounds, 0.34% hits. inhibition, % at 14.8 µM. AID 1950. EBNA-1 DNA binding, fluorescence polarization; in the data active = inhibition above about 28%
MEX-5 binding: C. elegans MEX-5 TCR-2 RNA binding activity; MEX-5/FITC-TCR2 RNA binding, fluorescence polarization; active compounds read low; activity score (negative = inhibition of binding), % at 10 µM; 300,000 compounds, 0.38% hits; AID 1832;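 active = inhibition past about -25% in most replicates, and total fluorescence under double the plate's negative control median, limit read from the data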;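 also: 0% = DMSO and -100% = 5 µM competing unlabeled TCR2 RNA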
Fam108B inh: counter-screen for RBBP9 inhibitors: inhibitors of mouse Fam108B; AID 1947; 300,000 compounds, 0.33% hits; recombinant Fam108B, FP-Rh probe fluorescence polarization; inhibition, % at 9.51 µM;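 active = inhibition above the screen mean inhibition plus 3 SD, computed separately per campaign, cut at about 18% in these data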;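 also: inhibitors lower polarization as less probe binds the enzyme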
GLD-1 TGE inh: GLD-1-TGE RNA interaction inhibition (C. elegans). Q17339. purified GLD-1 + fluorescein TGE RNA, fluorescence polarization. inhibition, % at 5.96 µM. 320,000 compounds, 0.44% hits. AID 2280;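 active = percent inhibition above a per-plate cutoff, the plate mean of test compounds plus 3 SD, cut at about 30% in these data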;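 also: 0% = DMSO wells with GLD-1 and probe and 100% = wells lacking GLD-1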
Numbers without * were called inactive; . = not tested or not shown.

SMILES	ZTA DNA inh	Efflux pump mplx	CR mimetic SO	Bcl-xL primary	MCL1 BIM primary	EBNA-1 inhibitor	MEX-5 binding	Fam108B inh	GLD-1 TGE inh
COc1cc(NC(=O)c2c(F)cccc2F)nc(OC)n1	-13.7	-0.1	91.8	2.9	-0.7	-7.9	0.0	-1.8	4.7
O=C(Nc1cccc(C(=O)N2CCOCC2)c1)c1cccnc1	6.0	-0.1	106.4	7.3	10.7	12.2	0.2	-2.7	-5.7
COC(=O)[C@H]1C[C@H](C(=O)O)[C@@H](C)C1(C)C	-16.0	0.3	106.5	-2.0	-3.7	3.8	.	2.3	-1.9
N#Cc1cccc(CN2CCCN(Cc3ccc(F)cc3)S2(=O)=O)c1	-8.9	-0.2	82.9	-1.0	-0.3	5.1	0.6	-0.4	-0.9
CC(=O)N1CCN(C(=S)NC(=O)c2ccc(S(=O)(=O)N3CCOCC3)cc2)CC1	-1.2	0.0	92.4	5.5	11.2	1.7	-5.8	-5.0	3.6
O=C(Nc1cc(Cl)ccc1N1CCOCC1)c1ccc(F)c(S(=O)(=O)N2CCOCC2)c1	13.2	0.6	132.4	-10.2	-4.2	.	.	.	-1.9
O=S1(=O)CCC(S(=O)(=O)N2CCCCCC2)C1 (stereo not drawn)	4.6	0.0	98.2	3.3	-0.8	10.2	-2.5	0.2	2.3
CCn1cc([N+](=O)[O-])c(C(=O)Nc2nc3ccc(OC)cc3s2)n1	-5.0	0.0	78.7	5.7	3.4	0.8	-0.6	5.5	3.3
Cc1ccc(-c2csc(N3N=C(c4ccccc4)/C(=C\c4ccc(N(C)C)cc4)C3=O)n2)cc1	-2.5	0.3	106.0	-3.7	10.3	14.8	-0.4	6.3	1.9
CCCC(c1nnnn1CCc1ccccc1)N1CCN(C2CCCC2)CC1 (stereo not drawn)	1.5	0.0	93.3	4.9	2.9	-5.9	.	-7.2	1.7
CC(C)(C)n1cnc2cc(NS(=O)(=O)c3ccc(Br)cc3)ccc21	-1.6	0.3	113.5	5.5	1.6	-8.3	1.7	4.8	1.0
O=C1NCN(c2ccccc2)C12CCN(CCCC(c1ccc(F)cc1)c1ccc(F)cc1)CC2	-10.3	0.2	100.5	8.0	6.8	5.9	-5.0	7.9	4.6
O=C(CN1C(=O)C2CCCCC2C1=O)Nc1ccccc1N1CCCC1 (stereo not drawn)	7.9	0.1	109.7	0.3	-3.7	-5.9	-2.4	0.3	1.3
CCOc1ccc(C2CC(c3ccc(F)cc3)Nc3nc(N)nn32)cc1 (stereo not drawn)	13.8	0.2	96.7	10.2	1.7	2.3	2.5	2.0	10.9
CCOC(=O)C1=NOC(CN(c2ccccc2)S(=O)(=O)c2ccc(Cl)cc2)C1 (stereo not drawn)	2.6	0.0	82.2	-3.6	-2.0	4.5	-0.5	-4.9	-4.3
CCOC(=O)c1c(S(=O)(=O)N2CCN(Cc3ccccc3)CC2)c(C)n(C)c1C	10.2	0.0	102.5	8.6	3.3	-8.3	0.6	3.5	5.3
O=C(CN1C(=O)NC(Cc2ccccc2)C1=O)Nc1ccccc1F (stereo not drawn)	-17.0	-0.3	105.2	-0.8	-4.2	.	.	.	-0.4
COc1nc(C)ccc1-c1noc(-c2cccnc2)n1	-12.6	0.1	100.9	1.5	2.6	5.4	0.4	5.2	1.4
CCCCCCNc1nc(-c2ccc(OC)cc2)c(CCC(=O)O)s1	-2.8	0.8	77.0	-9.7	-13.8	-13.6	.	-1.1	-0.1
CCn1c(=O)cc(OCC(=O)Nc2cc(C)ccn2)c2ccccc21	-11.3	0.4	97.0	4.5	9.2	-7.1	3.1	3.1	-3.5
Cc1ccc2c(c1)CCCN2C(=O)C1CCCO1 (stereo not drawn)	15.4	14.4*	95.9	-0.2	6.3	0.3	-2.3	2.8	2.8
O=C(N/N=C/CCc1ccccc1)c1ccc(CN2c3cccc4cccc(c34)S2(=O)=O)cc1	-3.3	0.3	113.4	-3.8	-0.9	1.9	3.5	-6.2	0.0
Cc1ccc(CNCc2ccccc2Cl)cc1	1.4	0.1	101.7	-6.0	-1.5	-17.2	-2.2	-2.4	-7.8
COc1ccc(CNC(=O)CN2C(=O)C3C4C=CC(C4)C3C2=O)cc1 (stereo not drawn)	-17.6	-0.1	101.6	0.5	0.9	2.9	0.0	-2.4	5.5
Cc1[nH]n(-c2ccccc2)c(=O)c1S(=O)(=O)c1ccccc1	14.7	0.1	102.1	0.4	-5.9	12.5	-0.6	0.3	6.7
C(=N\N=C\c1ccccc1)/c1ccccc1	-4.9	0.3	93.6	5.0	-4.0	-13.3	1.2	0.4	4.7
O=C(COc1ccccc1)NC1CCN(Cc2ccccc2)CC1	-3.7	-0.1	88.1	4.0	-1.1	5.9	0.2	-4.7	1.4
O=C(c1cc(COc2ccc(F)cc2Cl)on1)N1CCN(C2CCCCC2)C(=O)C1	-4.3	0.0	93.7	9.0	6.2	2.5	0.7	1.2	-2.5
COc1cccc(C2NC(CC(C)C)(C(=O)O)C3C(=O)N(Cc4ccccc4)C(=O)C23)c1O (stereo not drawn)	-7.8	0.2	96.3	6.9	-0.5	-7.1	-1.5	4.4	-1.2
CC1CCN(CCNC(=O)C2CCCN(c3ncnc4c3nc3n4CCCCC3)C2)CC1 (stereo not drawn)	-7.4	0.0	103.1	-0.6	6.2	-8.0	-1.1	4.3	3.3

Three entries from above in a different format.
Each structure is followed by: ZTA DNA inh, Efflux pump mplx, CR mimetic SO, Bcl-xL primary, MCL1 BIM primary, EBNA-1 inhibitor, MEX-5 binding, Fam108B inh, GLD-1 TGE inh
> CCCC(c1nnnn1CCc1ccccc1)N1CCN(C2CCCC2)CC1 (stereo not drawn)
  1.5, 0.0, 93.3, 4.9, 2.9, -5.9, ., -7.2, 1.7
> CCOC(=O)c1c(S(=O)(=O)N2CCN(Cc3ccccc3)CC2)c(C)n(C)c1C
  10.2, 0.0, 102.5, 8.6, 3.3, -8.3, 0.6, 3.5, 5.3
> CCOC(=O)C1=NOC(CN(c2ccccc2)S(=O)(=O)c2ccc(Cl)cc2)C1 (stereo not drawn)
  2.6, 0.0, 82.2, -3.6, -2.0, 4.5, -0.5, -4.9, -4.3

(list continues)
SMILES	ZTA DNA inh	Efflux pump mplx	CR mimetic SO	Bcl-xL primary	MCL1 BIM primary	EBNA-1 inhibitor	MEX-5 binding	Fam108B inh	GLD-1 TGE inh
O=C(C1=C[C@@H](c2ccc(Br)cc2)C[C@@H](OCCCCO)O1)N1CCOCC1	-4.7	0.1	102.0	-2.6	-9.8	-1.2	1.2	0.7	-7.3
CC(CN1CCCCC1)OC(=O)c1ccccc1Cl (stereo not drawn)	7.9	0.1	100.7	-8.0	-10.1	1.4	2.4	0.3	3.3
FC(F)(F)c1cccc(CNC2CCN(Cc3ccccc3)CC2)c1	-28.6	-0.1	95.1	4.5	12.7	-0.7	2.9	3.4	8.3
Nc1nc(Cl)cc(Oc2ccc([N+](=O)[O-])cc2)n1	-6.8	-0.2	88.8	6.1	0.5	-7.5	-0.6	-2.3	-7.3
Cc1ccc(-c2ocnc2C(=O)Nc2nc(C)cs2)cc1	13.8	-0.1	108.7	0.8	4.5	-5.4	2.9	0.6	1.9
COc1ccc(C2C(C(=O)NCC3CCCO3)CCC(=O)N2c2ccc3c(c2)OCO3)cc1 (stereo not drawn)	17.3	0.0	96.2	-0.6	-2.7	9.8	0.2	-1.2	2.2
CCOc1ccc(Cl)cc1S(=O)(=O)N1CCC(C(=O)NCC2CCCO2)CC1 (stereo not drawn)	-21.8	-0.1	96.5	-0.2	3.5	-5.4	-0.4	-1.7	4.5
CCN(CC(=O)NCc1ccc(Cl)cc1)C(=O)c1cc2ccccc2o1	2.4	0.0	97.3	1.1	1.8	1.4	0.3	2.6	1.2
O=C(CCNC(=O)c1ccc(Br)cc1)Nc1ccc(S(=O)(=O)Nc2ncccn2)cc1	-10.3	-0.1	95.6	-12.4	-14.5	5.0	-0.1	1.9	-2.6
O=C(Cn1cnc2c(nnn2Cc2ccc(F)cc2)c1=O)Nc1ccc2c(c1)OCCO2	16.9	-0.3	119.3	3.4	6.5	11.7	2.0	-16.6	1.2
CN1CCc2c(sc3c2C(=O)NC(c2cccc(OC(=O)c4cccs4)c2)N3)C1 (stereo not drawn)	-1.7	0.0	126.1	-33.6	-70.4	-1.0	-2.6	-4.4	-86.9
OC(CN1CCOCC1)Cn1c2ccccc2c2ccccc21 (stereo not drawn)	3.6	0.6	43.8*	-16.1	-18.6	-13.0	1.9	-2.4	-1.7
O=C(c1c(Cl)nc2sccn12)N1CCCc2ccccc21	-13.5	-0.1	98.5	3.0	3.3	5.4	1.3	-1.9	-0.1
O=C1CCC(=O)N1c1cccc(-c2nc3ccccc3o2)c1	-4.8	0.0	116.7	2.4	3.7	-3.1	-2.4	1.7	-5.3
CCS(=O)(=O)c1ccc(O)c(N2C(=O)C3C4C=CC(C4)C3C2=O)c1 (stereo not drawn)	-7.9	0.1	101.4	1.6	2.2	-1.8	-0.9	4.8	0.9
O=C(CC1OC(=O)c2ccccc21)Nc1cccc(S(=O)(=O)N2CCCCCC2)c1 (stereo not drawn)	8.1	0.1	98.3	-0.9	-2.1	-3.8	-5.0	-7.1	0.0
O=C(Nc1ccc(Cl)cc1)C1CCCN(C2=NS(=O)(=O)c3ccccc32)C1 (stereo not drawn)	-6.7	0.0	92.3	-6.1	-11.4	.	.	.	3.0
Cc1ccc(NC(=O)c2ccc(S(=O)(=O)NCc3cccnc3)cc2)cc1C	4.0	-0.1	89.2	7.0	6.0	-8.7	-0.3	-2.8	2.1
CC1(C)Cc2cccc(OCC(=O)Nc3ccccc3F)c2O1	-8.5	-0.1	85.7	7.8	6.5	1.8	-1.7	2.4	0.1
Cc1cccc(Nc2nc(CC(=O)O)cs2)c1	-1.7	-0.1	88.5	-0.3	0.3	7.5	0.7	4.9	-1.8
COC(=O)CSC1=C(C#N)C(=O)NC(c2ccccc2)S1 (stereo not drawn)	3.8	0.1	101.4	4.4	1.5	-12.6	-1.5	2.6	-3.4
O=C(NC(=S)Nc1cccc(-c2ccc(CO)o2)c1)c1cccs1	-14.3	-0.1	112.1	9.3	3.1	-1.4	-6.3	-11.6	1.2
COc1cc(C2c3c([nH]c(=O)[nH]c3=O)Nc3ccc4ccccc4c32)cc(OC)c1OC (stereo not drawn)	6.1	-0.1	104.6	1.2	2.3	0.5	-2.9	5.2	6.7
O=C(Cc1csc(NC(=O)Nc2cccc(Cl)c2)n1)NCc1cccnc1	10.8	-0.2	99.8	2.8	1.0	1.0	-1.3	-2.1	4.2
Cc1ccc(C2=NN(C(=S)Nc3ccccc3)C(c3ccco3)C2)cc1 (stereo not drawn)	20.0	0.0	108.2	5.8	6.0	-1.0	0.4	-1.1	6.5
COC(=O)c1ccc(NC(=O)c2ccc3c(c2)OCO3)cc1	8.3	-0.1	101.9	-5.5	-1.0	4.4	0.1	2.7	2.6
Cc1cc(S(=O)(=O)N2CCOCC2)c(C)s1	10.8	0.0	90.7	-0.3	-3.0	12.3	0.1	-0.8	-1.2
O=C(c1cc(COc2cccc(C(F)(F)F)c2)on1)N1CCC(Oc2cccnc2)CC1	11.9	0.0	93.4	4.7	-3.6	-3.5	.	-0.6	5.8
CC(=O)c1cccc(NC(=O)NCCc2c[nH]c3ccccc23)c1	-11.3	-0.2	92.3	-3.0	5.1	-0.2	2.5	2.9	10.1
COc1cc(/C=C(\C#N)C(=O)NCC2CCCO2)ccc1OCC(=O)O (stereo not drawn)	10.2	0.0	92.9	2.1	-2.3	12.8	-9.0	-1.3	3.7
Cc1ccccc1CNS(=O)(=O)c1c(C(=O)N2CCCC2)c(C)n(C)c1C	-14.1	-0.1	104.9	1.6	-3.0	4.6	-1.9	-1.0	3.9
COc1ccc(C(=O)c2coc3ccc(O)c(CN4CCOCC4)c23)cc1	2.2	0.0	83.7	0.0	4.5	-2.8	1.7	-2.7	3.9

High-throughput results deposited in PubChem BioAssay by several laboratories.
